Assay outcomes from PubChem BioAssay.
FAK blocker – FAK (human) kinase inhibition; inhibition, %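 (tested at 7 µM)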; AID 727; Q05397; biochemical FAK kinase activity assay; 0.84% of 97,000 active; in the data active means inhibition above about 19%;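 further: 0% = DMSO and 100% = reference compound high control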
HIV Rev-RRE inh – inhibitors of HIV-1 Rev-RRE RNA interaction. inhibition, % at 8 µM. 0.79% of 97,000 active. Rev peptide-RRE RNA binding, FRET. AID 704;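 active means inhibition above the screen-wide mean plus 3 SD, cut at about 35% in these data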;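 further: 0% = median DMSO wells and 100% = median Neomycin B control wells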
Target sequence (P05866 whole entry, looked up): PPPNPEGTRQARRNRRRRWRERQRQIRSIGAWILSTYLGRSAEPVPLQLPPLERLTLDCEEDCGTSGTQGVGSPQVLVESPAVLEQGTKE
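Probe or stimulus: fluorescein-Rev peptide as binding partner; assay system: Cy5-tagged RRE RNA duplex with fluorescein-tagged Rev peptide; timing: 5 min compound–RNA preincubation, then 15 min with peptide, 25 °C; medium: HEPES pH 7.5 buffer with KCl, MgCl2, NaCl and EDTA; signal: fluorescein-to-Cy5 FRET, 480 nm excitation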
ERa coact pot – enhances coactivator binding to human estrogen receptor alpha | coactivator binding (% of control), % at 25.6 µM | TR-FRET ERalpha-LBD/SRC-Cy5 coactivator binding, 2 h; 100 = basal binding, no effect | 1.3% of 86,000 active; in the data active means activity above about 200%;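 further: binding measured in presence of low estradiol as agonist stimulus; 0% = peptide alone without receptor and 100% = receptor with peptide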
ERb SRC1 inh – ER-beta (human) coactivator binding inhibition | Q92731 | TR-FRET ER-beta LBD / SRC1-Cy5 peptide binding; receptor agonist-loaded with 1 µM estradiol | inhibition, % at 25.6 µM | 1.3% of 86,000 active | AID 633;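 active means compounds whose percent inhibition of the receptor-coactivator binding signal exceeds about 50% in the single-dose screen, limit read from the data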;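 further: 0% = receptor plus peptide wells without compound and 100% = peptide-only wells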
PLK1 kinase inh – PLK1 (human) kinase inhibition | P53350 | recombinant PLK1 kinase, TR-FRET peptide phosphorylation | inhibition, % at 10 µM | 0.53% of 97,000 active;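 active means inhibition of 50% or more in the single-concentration screen; inactive means inhibition below 50%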;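 further: 0% = DMSO max control and 100% = H-89 dihydrochloride min control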
Mac1 fbg inh – CD11b/CD18-fibrinogen binding inhibition | P05107+P11215 | K562 CD11b/CD18 adhesion to fibrinogen, ATPlite luminescence; Mn2+ added to activate the integrin | inhibition, % at 10 µM | 0.54% of 93,000 active;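 active means primary inhibition of 50% or more at 10 µM, then 40% or more on retest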; further: some results filed as inactive read as strong as hits
Target sequence (P05107 whole entry, looked up, other chains not shown): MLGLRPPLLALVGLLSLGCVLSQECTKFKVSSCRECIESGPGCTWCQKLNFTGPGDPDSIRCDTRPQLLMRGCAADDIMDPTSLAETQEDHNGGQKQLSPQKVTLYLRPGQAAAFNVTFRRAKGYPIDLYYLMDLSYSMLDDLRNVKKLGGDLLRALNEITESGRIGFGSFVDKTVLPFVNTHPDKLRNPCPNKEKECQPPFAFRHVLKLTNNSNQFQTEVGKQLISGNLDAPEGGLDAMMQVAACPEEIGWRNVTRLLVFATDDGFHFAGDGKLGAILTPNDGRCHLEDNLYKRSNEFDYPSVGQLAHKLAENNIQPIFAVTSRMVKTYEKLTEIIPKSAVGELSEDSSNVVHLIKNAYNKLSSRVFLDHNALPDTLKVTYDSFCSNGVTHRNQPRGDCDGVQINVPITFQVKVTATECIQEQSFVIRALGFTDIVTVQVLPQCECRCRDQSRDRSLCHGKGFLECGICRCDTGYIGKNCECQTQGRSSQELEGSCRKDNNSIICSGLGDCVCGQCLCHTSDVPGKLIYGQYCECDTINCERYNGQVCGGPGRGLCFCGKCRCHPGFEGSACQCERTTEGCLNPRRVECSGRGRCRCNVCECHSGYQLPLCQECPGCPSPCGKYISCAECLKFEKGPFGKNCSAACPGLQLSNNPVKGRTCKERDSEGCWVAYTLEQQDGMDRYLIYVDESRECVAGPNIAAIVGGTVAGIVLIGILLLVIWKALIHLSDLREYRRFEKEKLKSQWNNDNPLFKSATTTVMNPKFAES
PLK1 PBD inh – blocks phosphopeptide binding to human Plk1 polo box domain; P53350; Plk1 PBD phosphopeptide binding, fluorescence polarization; inhibition, %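 (tested at about 20 µM)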; 0.13% of 97,000 active; AID 693; in the data active means inhibition above about 34%, passing the limit was not always enough
ERa coact inh – ER-alpha (human) coactivator binding inhibition | TR-FRET ER-alpha LBD / SRC-1 peptide, estradiol-bound | inhibition, % at 25.6 µM | 1.7% of 86,000 active; in the data active means inhibition above about 50%;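 further: 0% = receptor plus peptide control and 100% = peptide only without receptor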
Mac1 fbg enh – increases human CD11b/CD18 adhesion to fibrinogen. activation, % at 10 µM. K562 CD11b/CD18 adhesion to fibrinogen, ATPlite luminescence. P05107+P11215. 0.07% of 93,000 active;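 active means 10 µM primary screen giving 50% or more activity, confirmed by 40% or more on retest at that dose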; further: strong numbers were not always called active; reference of the scale not given here
Starred values were filed as active, the others as inactive; / = no result given; [ ] = another dose, or the depositor's remark.

SMILES	FAK blocker	HIV Rev-RRE inh	ERa coact pot	ERb SRC1 inh	PLK1 kinase inh	Mac1 fbg inh	PLK1 PBD inh	ERa coact inh	Mac1 fbg enh
Cc1ccc(OCCCC(=O)Nc2ccc3c(c2)OCO3)cc1	1	4	97	6	-5	-5	2	6	0
Cc1cc(C=O)c2c(c1)C=CC1(Oc3ccccc3C(=O)N1C)O2 (stereo not drawn)	4	17	91	8	-7	/	-6	-5	/
Cc1ccc(-c2nnc(OCCN3CCOCC3)c3ccccc23)cc1	1	4	108	-5	-9	8	-12	-1	1
Cc1ccc(NC(=O)c2ocnc2C)cc1Cl	1	-2	102	1	8	-2	1	-8	0
Cc1ccc(NC(=O)CC2Oc3ccccc3NC2=O)c(C)c1 (stereo not drawn)	0	2	121[fluorescence artefact?]	2	-6	3	2	-5	-3
CCCCN(C)CCn1c(=S)[nH]c2ncccc2c1=O	0	2	104	-15	-8	1	-13	0	-4
CCOC1(OCC)N=C(N)C2(C#N)C(c3ccc(NC(C)=O)cc3)C12C#N (stereo not drawn)	3	7	86	21	-14	-1	19	7	-4
O=c1c2ccccc2nc(SCc2ccccc2Cl)n1Cc1ccccc1	-1	12	/	/	-1	9	-1	/	3
CCOC(=O)c1ccc(CNC(=O)c2cc(C(C)(C)C)oc2C)o1	0	7	/	/	-9	6	-9	/	4
CCC(=O)N=C1SC2CS(=O)(=O)CC2N1c1cccc(OC)c1 (stereo not drawn)	1	3	129	-2	-2	-12	-6	-5	-2
CSc1cccc(NC(=O)CSc2ccc(Cl)cc2)c1	7	25	89	0	-3	17	-4	-8	1
CCCc1ccc(OCc2ccc(C(=O)N/N=C/c3cccc([N+](=O)[O-])c3)o2)c(OC)c1	1	4	/	/	-12	-13	-3	/	0
CCOC(=O)CSc1nnc([C@H](CC(C)C)NC(=O)OC(C)(C)C)o1	-3	-1	112	3	-4	/	-30	-8	/
CCN(CC)CCCN(Cc1cc2cc(OC)c(OC)cc2[nH]c1=O)C(=O)Nc1ccccc1	0	12	92	-1	0	-2	-2	0	-3
Cc1ccccc1NC(=O)c1ccc(-c2ccc(Cl)cc2Cl)o1	1	15	100	-10	-6	32	-7	-3	-7
COc1ccc(C(=O)Nc2oc(-c3ccccc3)c(-c3ccccc3)c2C#N)cc1	3	4	115	0	-9	/	2	-2	/
CC(C(=O)Nc1ncc2c(n1)CC(C)(C)CC2=O)N1C(=O)c2ccccc2C1=O (stereo not drawn)	1	3	107	-1[fluorescence artefact?]	-10	2	9	5[fluorescence artefact?]	-2
Cc1nn(-c2ccccc2)c2sc(C(=O)NC3CC3)cc12	9	6	109	16	-14	-15	-9	39[fluorescence artefact?]	-2
CC(C)OCCCNC(=O)C1CCN(S(=O)(=O)N2CCCCC2)CC1	4	4	109	-1	-8	/	4	3	/
CN(c1ccccc1)S(=O)(=O)c1ccc(C(=O)OCC(=O)NCc2ccco2)cc1	-1	3	99[fluorescence artefact?]	24[fluorescence artefact?]	-9	6	9	34	-2
COc1ccc(N2C(=O)c3ccc(NC(C)=O)cc3C2=O)cc1	-4	7	107	6	-2	3	11	-9	0
CC(=O)Oc1ccc(C)cc1N1C(=O)c2ccc(C(=O)O)cc2C1=O	2	2	103	2[fluorescence artefact?]	0	12	-27	1	-1
O=C1CC(N2CCN(c3cccc(C(F)(F)F)c3)CC2)C(=O)N1c1ccc(F)cc1 (stereo not drawn)	0	17	122	4	-10	/	-6	-6	/
CCOC(=O)CN1N=C(/C=C/c2ccccc2)CCC1=O	-4	4	/	/	-6	/	-4	/	/
Clc1ccc(CNC2CCCC2)c(Cl)c1	-1	2	/	/	13	0	-5	/	-1

(listing goes on)
SMILES	FAK blocker	HIV Rev-RRE inh	ERa coact pot	ERb SRC1 inh	PLK1 kinase inh	Mac1 fbg inh	PLK1 PBD inh	ERa coact inh	Mac1 fbg enh
CC(C)Cc1nnc(NC(=O)CC(=O)Nc2ccccc2C(=O)O)s1	-1	0	96	3	-6	-6	10	-1	-2
COc1cc(C(=O)Nc2cccc(-c3nc4cc(C)ccc4o3)c2C)cc(OC)c1OC	-2	0	97	32	-12	10	-7	26	2
COc1ccc2c(c1)c(=O)oc1c(C)c3occ(C)c3cc12	0	3	138	31[fluorescence artefact?]	-6	/	13	23	/
CSc1nnc2c(n1)c(C)nn2-c1ccc(C)cc1	0	4	129	-3	-14	/	-9	-3	/
CNC(=O)C1CC(=O)N(Cc2ccc3c(c2)OCO3)C(=Nc2ccc(F)cc2)S1 (stereo not drawn)	1	3	107	-5	-6	0	17	1	-2
N#CC1=C(N)Oc2c(ccc3ccccc23)C1c1ccsc1 (stereo not drawn)	-2	7	/	/	-9	/	-32	/	/
CCOc1ccc(NC(=O)CNc2ccc(C)cc2Cl)cc1	0	6	/	/	-4	-22	-19	/	0
Cc1ccc(-c2cc(C(F)F)n3ncc(C(=O)N4CCN(c5cccc(C)c5C)CC4)c3n2)cc1	-1	1	86	-3	-6	3	-19	16	41
Cc1cccc(NC(=O)C2CCCN2C(=O)Oc2ccccc2)c1C (stereo not drawn)	-3	4	112[fluorescence artefact?]	-4	-3	/	2	-6	/
COc1cc(NC(=O)c2cc(CC(C)C)on2)c(OC)cc1Cl	/	/	116	6	/	10	/	-3	4
COc1ccc(N2C(=O)C3C4c5ccccc5C(C=Nc5ccc(C)cc5C)(c5ccccc54)C3C2=O)cc1 (stereo not drawn)	7	12	/	/	-4	/	23	/	/
COCC(=O)Nc1nc2n(n1)C(c1ccccc1Cl)CC(c1ccc(OC)cc1)N2 (stereo not drawn)	5	5	103	-4	-14	1	14	4	2
C=CCn1c(Br)nc2c1c(=O)n(C)c(=O)n2C	-5	11	128	-13[fluorescence artefact?]	-8	-8	13	-23	0
CC(=O)N1CCN(Cc2nc3cc(NC(=O)c4ccccc4C)ccc3n2C)CC1	-4	-2	98	-15	-14	/	-1	1	/
CN(C)CCCOC(=O)C1c2ccccc2Oc2ccccc21	-1	-6	99	-3[fluorescence artefact?]	-9	-9	-5	9	1
CCN(CC)S(=O)(=O)c1ccc(C)c(C)c1	1	4	94	-2	-1	-47	19	0	-2
Cc1nn(Cc2cccc(C(=O)NC3CCCCC3)c2)c(C)c1Cl	6	3	106	-5	-12	/	-20	-2	/
Cc1ccnc(N2C(=O)c3ccccc3C2Nc2ccc3c(c2)OCCO3)c1 (stereo not drawn)	3	4	96	-13[fluorescence artefact?]	76*	-7	4	2	3
COc1cc(CC(=O)Nc2ccc(S(=O)(=O)N(C)C)cc2)cc(OC)c1OC	2	1	116	-1	-8	4	12	-6[fluorescence artefact?]	1
Cc1cc(OCc2nn[nH]n2)c2c(C)c(Cc3ccccc3)c(=O)oc2c1	-4	-4	90	-10	-8	-6	1	-2	-2
CC(=O)C(=[N+]=[N-])C(=O)NCc1ccccc1	-2	4	109	8[fluorescence artefact?]	-6	-32	40	-5	-5
CSc1cccc(-n2c(C)cc(C(N)=O)c2C)c1	14	8	121	0	0	-2	-7	-7	3
Cc1ccc(OCCCC(=O)NCc2ccco2)cc1	0	1	/	/	-11	/	-9	/	/
CCOc1ccccc1-c1nc(-c2ccncc2)no1	1	2	105	-7	-12	-3	-29	-14	-1
Cc1cc(=O)oc(C)c1C(=O)NCc1cccnc1	-3	2	110	1[fluorescence artefact?]	1	/	-10	3	/

Next section; it opens with the 5 that closed the last part.
SMILES	FAK blocker	HIV Rev-RRE inh	ERa coact pot	ERb SRC1 inh	PLK1 kinase inh	Mac1 fbg inh	PLK1 PBD inh	ERa coact inh	Mac1 fbg enh
CC(=O)C(=[N+]=[N-])C(=O)NCc1ccccc1	-2	4	109	8[fluorescence artefact?]	-6	-32	40	-5	-5
CSc1cccc(-n2c(C)cc(C(N)=O)c2C)c1	14	8	121	0	0	-2	-7	-7	3
Cc1ccc(OCCCC(=O)NCc2ccco2)cc1	0	1	/	/	-11	/	-9	/	/
CCOc1ccccc1-c1nc(-c2ccncc2)no1	1	2	105	-7	-12	-3	-29	-14	-1
Cc1cc(=O)oc(C)c1C(=O)NCc1cccnc1	-3	2	110	1[fluorescence artefact?]	1	/	-10	3	/
CCCOc1ccc(C(=O)N2CCN(c3ccc(NC(=O)CC)cc3Cl)CC2)cc1	-1	4	104	-16[fluorescence artefact?]	-11	11	0	-13	5
O=C1CC(C(=O)O)C2(CCCC2)O1 (stereo not drawn)	-1	10	99	-4	-6	/	-1	-14	/
CN(C)c1ccnc2sc3c(=O)n(Cc4ccccc4)cnc3c12	-1	4	/	/	-8	/	-16	/	/
CCOC(=O)N1CCN(c2nc(=S)n(-c3ccccc3)c(C)c2C(C)=O)CC1	2	4	100	8	-13	10	-7	-5	0
COc1ccc(-n2cnc3cc(NS(=O)(=O)c4ccccc4)ccc32)cc1	-8	18	80	-24[fluorescence artefact?]	-19	/	19	-10	/
O=C(Nc1ccc(F)cc1)N1CCn2c(nc3ccccc32)C1	-2	-2	107	-8	-10	1	-8	-3	-4
Cc1ccccc1-c1noc(-c2ccc(O)cc2)n1	1	11	40[fluorescence artefact?]	-3	14	74*	-5	8	0
Cc1cccc(C)c1N(CC(=O)Nc1cccc(N(C)S(C)(=O)=O)c1)S(C)(=O)=O	-4	1	103	12	-8	-1	3	-2	-3
Cc1sc2ncnc(N3CCC(C)CC3)c2c1C	1	7	97	-1	-10	/	4	-2	/
O=C(COC(=O)COc1ccccc1)Nc1ccc(OC(F)(F)F)cc1	0	17	105	-13	-10	/	-16	5	/
COc1ccc(C(=O)Cn2nnc(-c3ccccc3F)n2)cc1	-2	2	118	-1[fluorescence artefact?]	-14	5	8	12	-5
CN(C)Cc1c(O)ccc2oc(Cc3ccccc3)cc12	-3	-2	63[fluorescence artefact?]	0[fluorescence artefact?]	1	-7	14	1	-1
Cc1ccc(SCC(=O)NCCSC(C)(C)C)cc1	-1	3	107	-4	-2	2	0	15	0
Cn1c(=O)c2c(nc(N3CCCCCC3)n2CCSc2nc3ccccc3o2)n(C)c1=O	3	5	100	-15	-18	5	3	4	-4
CC(C)CNc1nc2c(c(=O)n(C)c(=O)n2C)n1Cc1cccc(Br)c1	1	-6	87	-24	-11	/	0	-29	/
O=C1c2ccccc2NC(c2ccccn2)N1c1ccc(Cl)cc1 (stereo not drawn)	0	10	107	5	2	-3	-35	-6	-5
CN1CCN(C2=Cc3ccc(Cl)cc3Sc3ccc(F)cc32)CC1	0	-5	58	22[fluorescence artefact?]	-6	/	-14	13[fluorescence artefact?]	/
CC(C)c1cc(C(=O)NCc2ccco2)no1	1	9	96[fluorescence artefact?]	34	-7	-7	19	46	-4
O=C1C(c2ccc(F)cc2)N(CC2COc3ccccc3O2)C(=O)CN1C1CCCCC1 (stereo not drawn)	-4	4	91	-6	-9	4	-20	3	1
CCN1CCN(C(c2ccccc2)c2nnnn2Cc2ccccc2)CC1 (stereo not drawn)	-1	-6	105	-22[fluorescence artefact?]	-16	/	-7	-23	/
CCc1ccccc1NC1=NCC(=O)N1C1CCCCC1	/	/	105	-7	/	-7	/	-12	-4
O=c1[nH]c(=O)n(Cc2ccco2)c2c1C(C(F)(F)F)(C(F)(F)F)N=C(c1ccc(F)cc1)N2	-3	-1	110	3[fluorescence artefact?]	-11	16	-6	16	-3
Cc1ccc(/C=N/Nc2nc(Cl)c(Cl)cc2Cl)s1	-2	6	97	-1	-10	1	13	-1	-5
COc1ccc(Cl)cc1S(=O)(=O)n1nnc2ccccc21	-8	8	130	1[fluorescence artefact?]	-6	7	-20	2[fluorescence artefact?]	-9
